Screens (PubChem BioAssay)
AI-2 QS modul – Vibrio harveyi AI-2 quorum sensing modulators, primary screen, JMH597 strain, luminescence/OD600 ratio | Vibrio harveyi JMH597 AI-2 luminescence/OD600 ratio, 9 h; hits give low values; strain lacks LuxN and CqsS sensors; 0 = neutral-control median | 300,000 compounds, 0.4% hits | activity change, % at 7.5 µM; in the data active = activity change below about -75%, passing the limit was not always enough;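 note: luminescence divided by OD600 gain over 9 h not by final OD600 alone; inactives centre near 13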
SKKanGAS inh – S. pyogenes SKKanGAS growth inhibitors in kanamycin, primary screen, streptokinase expression inhibitor project, SKKanGAS strain, BacTiter-Glo luminescence; 6 h; inhibition, % at 7.5 µM; 300,000 compounds, 1.3% hits; AID 1662, 2009;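 active = mean replicate score, as percent of positive control median, at least 50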;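 note: strain carries kanamycin resistance gene driven by streptokinase promoter and grows in 40 µg/ml kanamycin; loss of luminescence reflects streptokinase promoter inhibition or plain growth inhibition; 0% = median of DMSO wells and 100% = positive control at its reference dose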
HSF1 inhib – HSF1 inhibitors in luciferase reporter cells, primary screen, cell-based, NIH3T3, luminescence | NIH3T3-HGL HSE-luciferase, MG132-induced, luminescence 8 h; hits give low values | activity change, negative = inhibition, % at 7.5 µM (by protocol) | 300,000 compounds, 0.77% hits | AID 2098, 2009;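 active = more than half of replicate wells show activity change below -50%, luminescence cut by over half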;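 note: luciferase reports HSF-1 transcriptional activity via heat shock element; 0% = median of DMSO wells and -100% = zero luminescence signal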
Platelet DG rel – inhibitors of platelet dense granule secretion, primary screen, cell-based, MLPCN, human platelets. human platelet-rich plasma, SFLLRN dense granule ATP release, luminescence. inhibition, %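 (compounds screened at 7.5 µM in platelet-rich plasma)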. 300,000 compounds, 0.22% hits. AID 1663, 2009;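 active = mean replicate score, as percent of positive control, at or above 50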
KLF5 inhibitor – KLF5 expression inhibitors, primary screen, DLD-1 cells, luminescence; AID 1700, 2009; 290,000 compounds, 0.23% hits; inhibition, % at 5 µM; DLD-1 KLF5 promoter-luciferase reporter;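 active = inhibition above a per-plate limit of that plate's mean compound inhibition plus 3 SD, cut at about 60% in these data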;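 note: 0% = DMSO wells and 100% = LY294002 at 200 µM; higher means less KLF5 promoter-driven luciferase light; inactives centre near -14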
HSP90 refold inh – HSP90 inhibitors, primary screen, cell lysate, luminescence; Rabbit reticulocyte lysate, luciferase refolding luminescence, 3 h; inhibition, % at 5.6 µM; Heat shock protein HSP 90 (rabbit reticulocyte lysate; luciferase refolding); 290,000 compounds, 0.91% hits;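 active = inhibition above the screen-wide mean plus 3 SD, computed separately per campaign, cut at about 16% in these data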;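 note: 0% = DMSO wells and 100% = 60 µM geldanamycin wells; inhibitors lower the luminescence because luciferase stays unfolded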
HIF activator – HIF pathway transcriptional activators, primary screen, cell-based, U2OS HRE-luciferase, luminescence; U2OS HRE-luciferase reporter; normalized: DMSO 0%, desferrioxamine 100%; activation, % at 7.5 µM (by protocol); 300,000 compounds, 0.32% hits; AID 1910, 2009;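 active = mean activation of at least 10% of the iron chelator positive control signal, with at least half of replicates also reaching 10%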
aSyn 5UTR inh – MLPCN primary screen, SNCA 5' untranslated region; AID 1813, 2009; inhibition, % (tested at 7.5 µM); 300,000 compounds, 0.82% hits; alpha-synuclein 5'UTR reporter, inhibitor activity; in the data active = inhibition above about 60%;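 note: H4 neuroglioblastoma cells stably carrying SNCA 5'UTR luciferase fusion; 0% = DMSO wells and 100% = positive control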
HSF-1 act – HSF-1 activators, primary screen, NIH3T3-HGL cells, MG132 stress, luminescence, single point | AID 504408, 2011 | NIH3T3-HGL HSF-1 luciferase reporter, 8 h; 100% = twice DMSO control signal | 300,000 compounds, 1.7% hits | activation, % at 9 µM;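 active = mean replicate activation of at least 50% with a set share of replicates each reaching 50%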;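 note: 0% = median of the neutral control wells and 100% = twice that signal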
IEC-6 tox – cytotoxicity in IEC-6 intestinal epithelial cells, primary screen, cytotoxicity control for KLF5 inhibitor project, cell-based, luminescence; 290,000 compounds, 0.78% hits; IEC-6 cytotoxicity, luminescence viability; inhibition, % at 5 µM; AID 1825, 2009; in the data active = inhibition above about 22%;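 note: 0% = plate median of test compound wells and 100% = cytotoxic reference compound wells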
Active calls of the source: *; . = not tested or not shown. Rows were taken by chance; 6% or so of the library scored in one or more.

SMILES	AI-2 QS modul	SKKanGAS inh	HSF1 inhib	Platelet DG rel	KLF5 inhibitor	HSP90 refold inh	HIF activator	aSyn 5UTR inh	HSF-1 act	IEC-6 tox
Cc1ccc(NS(=O)(=O)c2ccc(OCC(N)=O)cc2)cc1	33	-2	-4	2	-4	-5	-0.3	20	-8	-4
Cc1ccc(S(=O)(=O)N(CC(=O)N/N=C\c2cccs2)c2cccc3cccnc23)cc1	21	9	2	-3	4	-1	-0.4	14	3	2
COc1ccccc1NC(=O)CSc1nnc(CC(=O)Nc2ccccc2F)n1C	20	-12	-6	-12	-19	-4	-23	10	-3	1
N/C(=N\OC(=O)COc1ccccc1Cl)c1ccc(Cl)cc1	-6	26	18	-1	4	-4	1.0	-90	3	2
Cc1[nH]n(-c2ccccc2)c(=O)c1/C=N/NC(=O)C(C)C	24	18	15	-2	-28	2	-0.7	7	19	4
Cc1ccc(N(C(=O)c2ccc3c(c2)OCO3)C2C=CS(=O)(=O)C2)cc1C (stereo unspecified)	20	0	-3	-1	-9	0	-0.4	-17	10	-10
CCOCCCN1CN(S(=O)(=O)c2ccc(Cl)cc2)c2nc3ccccc3nc21	2	8	-2	17	-2	-1	-0.1	2	10	-1
COCCN1C(=O)c2oc3ccccc3c(=O)c2C1c1ccc(O)c(OC)c1 (stereo unspecified)	24	-1	-4	6	-26	-8	0.0	11	0	-5
COc1ccc(CCNCc2ccc(OCc3ccc(Cl)nc3)c(OC)c2)cc1OC	5	0	-2	5	-41	1	-0.3	-18	-4	3
c1ccc(Cc2ccc(OCCN3CCOCC3)cc2)cc1	-6	0	10	5	-12	1	-0.7	-36	7	8
O=[N+]([O-])c1cccc(Cl)c1NCCNc1ncc(C(F)(F)F)cc1Cl	16	1	20	-14	-13	-6	0.1	-41	11	2
CC(=O)N1C(=O)c2cccc3cccc(c23)C(=O)N1C(C)=O	22	-4	28	4	-30	-3	-0.4	19	37	-3
C=CCC1(C#N)C(=S)NC2=C(C(=O)CC(C)(C)C2)C1c1ccc(Br)cc1 (stereo unspecified)	3	-1	4	2	-3	6	-0.1	-11	10	7
COc1ccc(S(=O)(=O)N2CCN(c3ccccn3)CC2)cc1OC	-6	-7	0	-11	-18	-2	-0.4	22	-11	-7
CCNc1nc(NCC)n2c(SC(C(=O)Nc3cc(C)ccc3C)c3ccccc3)nnc2n1 (stereo unspecified)	8	0	2	12	-9	4	-0.9	-7	1	-4
CC1CCN(c2ccc(C(F)(F)F)cc2N)CC1	-1	5	-4	-1	1	3	-0.6	-4	5	2
CCC(Sc1nc2ccccc2[nH]1)C(=O)Nc1ccc(NC(C)=O)cc1 (stereo unspecified)	6	-1	-4	-4	-26	0	0.0	-6	10	0
O=S1(=O)CC(O)C(N2CCCCC2)C1 (stereo unspecified)	12	-6	-1	-1	-52	2	-0.5	10	13	4
COc1ccc(S(=O)(=O)N2CCSCC2)cc1C(N)=O	15	2	-3	1	-3	-4	-0.9	1	-9	2
O=C(CSc1nc2ccccc2c(=O)n1-c1ccccc1)c1cccc([N+](=O)[O-])c1	14	6	9	-3	.	.	-0.1	-10	-1	.
O=C(O)C[C@H]1c2cc(F)ccc2S(=O)(=O)N1C1CCCCC1	7	-1	-1	0	.	.	1.3	-4	-22	.
CCOC(=O)CC(NC(=O)c1ccccc1)c1ccc(OC)cc1 (stereo unspecified)	14	-2	1	-4	-11	-3	-0.6	-4	-5	-5
Cc1cccnc1NC(=O)Nc1cccs1	1	1	25	-3	-87	1	2.1	-40	38	-6
Cc1[nH]c2ccccc2c1C(=O)C(=O)Nc1ccc2c(c1)OCO2	-3	2	21	-1	-66	-3	3.5	-91	32	-8
Cc1ccc(C)n1CCN1CCN(C(=O)CC#N)CC1	-1	6	-11	15	-23	-1	-0.6	8	-14	-1

For reference, part of the list above.
SMILES	AI-2 QS modul	SKKanGAS inh	HSF1 inhib	Platelet DG rel	KLF5 inhibitor	HSP90 refold inh	HIF activator	aSyn 5UTR inh	HSF-1 act	IEC-6 tox
CCC(Sc1nc2ccccc2[nH]1)C(=O)Nc1ccc(NC(C)=O)cc1 (stereo unspecified)	6	-1	-4	-4	-26	0	0.0	-6	10	0
O=S1(=O)CC(O)C(N2CCCCC2)C1 (stereo unspecified)	12	-6	-1	-1	-52	2	-0.5	10	13	4
COc1ccc(S(=O)(=O)N2CCSCC2)cc1C(N)=O	15	2	-3	1	-3	-4	-0.9	1	-9	2
O=C(CSc1nc2ccccc2c(=O)n1-c1ccccc1)c1cccc([N+](=O)[O-])c1	14	6	9	-3	.	.	-0.1	-10	-1	.
O=C(O)C[C@H]1c2cc(F)ccc2S(=O)(=O)N1C1CCCCC1	7	-1	-1	0	.	.	1.3	-4	-22	.
CCOC(=O)CC(NC(=O)c1ccccc1)c1ccc(OC)cc1 (stereo unspecified)	14	-2	1	-4	-11	-3	-0.6	-4	-5	-5
Cc1cccnc1NC(=O)Nc1cccs1	1	1	25	-3	-87	1	2.1	-40	38	-6
Cc1[nH]c2ccccc2c1C(=O)C(=O)Nc1ccc2c(c1)OCO2	-3	2	21	-1	-66	-3	3.5	-91	32	-8
Cc1ccc(C)n1CCN1CCN(C(=O)CC#N)CC1	-1	6	-11	15	-23	-1	-0.6	8	-14	-1

Remaining list, next part
SMILES	AI-2 QS modul	SKKanGAS inh	HSF1 inhib	Platelet DG rel	KLF5 inhibitor	HSP90 refold inh	HIF activator	aSyn 5UTR inh	HSF-1 act	IEC-6 tox
CCOc1cc2[nH]c(=O)n(CCCN3CCCC3=O)c(=O)c2cc1OCC	20	-2	-5	2	13	1	-0.4	-13	1	7
COC(=O)c1ccc(C)c(NC(=O)COC(=O)C2CC3CCCC(C2)C3=O)c1 (stereo unspecified)	-1	11	-4	16	.	.	-0.1	5	-1	.
COc1cccc(-c2nn(-c3ccc(F)cc3)cc2C(=O)NCC2CCCO2)c1 (stereo unspecified)	28	-1	0	-1	.	.	0.1	-7	-9	.
O=C(O)/C(=C/c1cccnc1)NC(=O)c1ccccc1	9	3	-24	-8	-22	-8	-1.0	22	-40	8
CC(C)CNC(=O)C1C2C=CC(C2)C1C(=O)O (stereo unspecified)	17	3	1	-3	-26	-3	-0.1	-5	-3	-5
O=C(CCNS(=O)(=O)c1cccc2nsnc12)NCc1ccccc1Cl	17	-4	-6	3	-3	-1	0.1	17	-5	-6
COC(=O)c1ccccc1S(=O)(=O)N1CCCC(c2nc3c(nnn3Cc3ccc(C)cc3)c(=O)[nH]2)C1 (stereo unspecified)	44	11	14	-4	-5	10	0.1	17	7	-4
C=CCOC(=O)CCC(=O)Nc1cccc2ccccc12	-10	5	-9	10	-29	-3	0.0	2	-8	-6
COc1ccc(OCC(O)CNCCOc2ccccc2OC)c(C(C)(C)C)c1 (stereo unspecified)	4	1	-3	3	5	-3	-1.1	27	-20	6
COc1cc(S(=O)(=O)NCc2ccc3c(c2)OCO3)ccc1F	10	-1	-9	0	-29	4	0.1	-9	-1	8
COc1cc(NC(=O)Cc2ccccc2OC)cc(OC)c1	9	-1	3	-9	-5	0	0.0	-16	5	2
O=C(CCCOc1ccccc1)NN1C(=O)NC2(CCCCC2)C1=O	5	2	-6	29	.	.	-0.3	-6	-1	.
CC(=O)c1cccc(N(C(=O)CNC(=O)c2ccco2)C(C(=O)NCc2ccco2)c2ccccc2)c1 (stereo unspecified)	28	-4	-1	0	-11	3	-1.1	10	-15	-3
COC(=O)c1ccccc1Oc1cnc2ccccc2n1	-30	-2	-3	9	-9	8	0.7	16	4	11
COc1ccc(C2CC(=O)CC(=O)C2n2cncn2)cc1 (stereo unspecified)	24	2	1	-1	-9	0	0.3	2	25	1
O=C1CCCN1c1ccc(S(=O)(=O)N2CCC(c3ccccc3)CC2)cc1	23	-5	1	4	2	5	-0.5	-16	-7	2
Cc1ccccc1C(=O)N1CCN(c2ccc(NC(=O)c3cccc(OC(C)C)c3)cc2)CC1	10	11	-33	0	-28	3	1.6	47	-33	8
CCCc1cc(Nc2ccccc2C)n2ncnc2n1	31	-5	-2	-3	-16	-5	2.2	5	9	-3
O=C(NNC(=O)C12CC3CC(CC(O)(C3)C1)C2)c1ccccc1O	7	-8	-9	10	-9	7	-4.3	-1	-12	17
Cc1ccc(CNC(=O)c2ccc(S(=O)(=O)N(C)C)cc2)n1C	14	-2	-5	-28	7	2	-0.3	-1	2	-7
O=C(COc1cccc2ccccc12)N/N=C/c1ccncc1	-30	9	-4	9	-28	2	-0.2	32	4	6
COc1ccc(-c2c(C)nc(N)nc2-c2ccc(OCc3ccc(C)cc3)cc2O)cc1OC	8	6	4	-6	-6	0	-0.3	28	0	-1
O=C(Nc1nc(-c2cccs2)cs1)c1ccc(S(=O)(=O)N2CCCC2)cc1	8	21	6	9	-5	6	-0.5	-96	5	-1
COc1ccc(N(CC(=O)NCCSc2ccccc2)S(C)(=O)=O)cc1	12	-9	-1	12	-8	-2	-0.1	-3	-10	-4
O=C1c2ccccc2C2(c3ccccc3)NCCN12 (stereo unspecified)	19	1	12	-1	-19	-1	-0.1	-4	39	-4

Going on with the list.
SMILES	AI-2 QS modul	SKKanGAS inh	HSF1 inhib	Platelet DG rel	KLF5 inhibitor	HSP90 refold inh	HIF activator	aSyn 5UTR inh	HSF-1 act	IEC-6 tox
CCCOC(=O)c1cc(=O)[nH]c2ccccc12	7	-9	-5	7	2	1	-0.5	22	-2	3
Nc1nc(Cl)cc(Oc2ccc(Cl)cc2)n1	5	8	0	2	-20	-5	0.4	-16	4	-6
CC1(C)Cc2c(cnn2-c2ccccc2)C(=O)/C1=N\NC(=O)c1ccncc1	8	7	-4	-3	-15	2	-0.1	13	-5	2
CC1CCN(CC(=O)NNC(=O)c2cccc(Br)c2)CC1	28	1	-7	-3	-26	-1	-0.4	-20	4	-5
OCCNc1nc2ccccc2nc1NCCO	-5	-5	-1	-6	-17	1	-0.3	-34	16	3
O=C(NCc1ccccn1)c1nc(-c2ccc(C(F)(F)F)cc2)no1	14	5	-11	-1	-12	4	-0.1	0	-23	0
COc1ccc(/C=C2\SC(N)=NC2=O)cc1Cl	8	2	-6	5	-3	2	0.7	-1	25	3
c1csc(CNc2ncnc3sccc23)c1	7	-4	-3	-14	-24	2	0.2	-59	4	8
